H1N1 NS1A inhibition: NS1A inhibition, H1N1 influenza, cell based functional assay (AID 504329). inhibition, % at 12.5 µM; hits with a dose series show IC50 in µM. NS1A functional cell-based assay, percent inhibition; higher % means a stronger effect. hit rate 0.3% among 340,000; in the data active = a potency from the dose series; inconclusive = inhibition above about 27% without an active follow-up result; also: strong numbers were not always called active
Salmonella PhoP GFP: Inhibition of PhoP regulon, Salmonella typhi GFP reporter cells, confirmation, 4 h (AID 1850). inhibition, % at 50 µM, or IC50 in µM where a hit was titrated. Salmonella Typhi PhoP-promoter GFP reporter, fluorescence, 4 h; higher % means a stronger effect. hit rate 0.33% among 310,000; in the data active = a potency from the dose series; inconclusive = inhibition mostly from about 25% at the one dose, without a potency; inactive = the rest, 99 in 100 with inhibition below about 19%;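 also: 0% = induced wells with vehicle and 100% = uninduced wells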
tuberculosis growth: growth inhibition of non-replicating M. tuberculosis (AID 488890) | hit rate 0.39% among 320,000 | Mycobacterium tuberculosis non-replicating, growth inhibition; higher % means a stronger effect | inhibition, % at 25 µM; hits with a dose series show IC50 in µM; in the data active = a potency from the dose series; inconclusive = inhibition mostly from about 82% at the one dose, without a potency; inactive = the rest, 99 in 100 with inhibition below about 76%;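 also: plate controls were DMSO cells for no effect and high antibiotic wells for full effect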
VEEV TC-83 Vero: inhibitors of VEEV TC-83 cytopathic effect, confirmation, Vero cells (AID 588727). Vero cells, VEEV TC-83 cytopathic effect inhibition; higher % means a stronger effect. one-dose inhibition, % at 20 µM; IC50 in µM for titrated hits. hit rate 0.13% among 350,000; in the data active = a potency from the dose series; inconclusive = inhibition mostly from about 14% at the one dose, without a potency; inactive = the rest, 99 in 100 with inhibition below about 12%; also: strong numbers were not always called active
M. tuberculosis HTS: M. tuberculosis growth inhibition, HTS (AID 449762). one-dose inhibition, % at 25 µM; IC50 in µM for titrated hits. hit rate 0.59% among 330,000. M. tuberculosis H37Rv growth inhibition, 7H9 media; higher % means a stronger effect; in the data active = a potency from the dose series; inconclusive = inhibition above about 70% without an active follow-up result;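 also: bacterial growth assessed after seven days of incubation; strong numbers were not always called active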
VEEV TC-83 Vero 10K pilot screen: also measured in VEEV TC-83 Vero; calls as there; inhibition, %; measured here: 10K pilot screen inhibition
Numbers without * were called inactive; i = inactive; ? = inconclusive; . = no result given.

SMILES | H1N1 NS1A inhibition | Salmonella PhoP GFP | tuberculosis growth | VEEV TC-83 Vero | M. tuberculosis HTS | others
Cc1cc(C)cc(NC(=O)NC2CCCCCCC2)c1 | -19% | -5% | 55% | 1.6% | ?
Cc1ccccc1C(=O)NCC(=O)NCC1(N2CCOCC2)CCCCC1 | -10% | -3% | 1% | 2.6% | 0%
Cc1cc(NC(=O)c2ccno2)no1 | 10% | -8% | 17% | i | -18%
CSc1ccccc1NC(=O)c1ccccn1 | -12% | -17% | 24% | 2.3% | 8%
S=c1[nH]nc(-c2cc(-c3ccsc3)n[nH]2)n1-c1ccccc1 | . | 8% | -5% | 4.5% | 2%
C#CCO[C@@H]1C[C@H](n2cnc3c(NC(=O)c4ccccc4)ncnc32)O[C@@H]1CO | 2% | 0% | 1% | 0.4% | -9%
CCOC(=O)C1=C(C)NC(=O)NC1c1ccc(OC(=O)c2ccco2)c(OC)c1 (stereo not drawn) | -9% | -10% | -4% | 0.9% | 4%
Cc1nc(NC(=O)COC(=O)c2ccc(CO)cc2)c(Cl)cc1Cl | -6% | . | 4% | 1.4% | 0%
CC(C)(C)C1CCC(=O)C(C2(O)C(=O)Nc3ccccc32)C1 (stereo not drawn) | -2% | -8% | 5% | i | 0%
O=C(CN1C(=O)c2cccc([N+](=O)[O-])c2C1=O)NNC(=O)c1ccc(F)cc1 | -13% | . | -11% | 4.9% | -13%
COc1ccccc1OCCNC(=O)/C=C/c1ccc([N+](=O)[O-])cc1 | -2% | 2% | 23% | i | 2%
CN(C)S(=O)(=O)n1cc(/C=C(\NC(=O)c2ccccc2Cl)C(=O)N2CCCC2)c2ccccc21 | -3% | -2% | -2% | 1.9% | 7%
Cc1ccc(S(=O)(=O)CC(=O)Nc2cccc(C)n2)cc1 | 3% | 9% | 13% | 2.2% | 0%
Cc1ccc(CN2CC(C(=O)Nc3cccc(S(=O)(=O)N4CCCCC4)c3)CC2=O)cc1 (stereo not drawn) | 5% | -9% | 10% | i | -2%
O=C(NCC(c1ccc(F)cc1)N1CCOCC1)c1cccnc1Sc1ccccc1Cl (stereo not drawn) | -2% | 2% | 7% | 2.1% | -6%

Quoted at random: 5 records from the list, in no set order.
SMILES | H1N1 NS1A inhibition | Salmonella PhoP GFP | tuberculosis growth | VEEV TC-83 Vero | M. tuberculosis HTS | others
CC(C)(C)C1CCC(=O)C(C2(O)C(=O)Nc3ccccc32)C1 (stereo not drawn) | -2% | -8% | 5% | i | 0%
COc1ccccc1OCCNC(=O)/C=C/c1ccc([N+](=O)[O-])cc1 | -2% | 2% | 23% | i | 2%
CSc1ccccc1NC(=O)c1ccccn1 | -12% | -17% | 24% | 2.3% | 8%
CN(C)S(=O)(=O)n1cc(/C=C(\NC(=O)c2ccccc2Cl)C(=O)N2CCCC2)c2ccccc21 | -3% | -2% | -2% | 1.9% | 7%
Cc1cc(C)cc(NC(=O)NC2CCCCCCC2)c1 | -19% | -5% | 55% | 1.6% | ?

The list continues.
SMILES | H1N1 NS1A inhibition | Salmonella PhoP GFP | tuberculosis growth | VEEV TC-83 Vero | M. tuberculosis HTS | others
CC(C)C(c1nnnn1C(C)(C)C)N1CCC(Cc2ccccc2)CC1 (stereo not drawn) | -3% | -5% | 35% | 1.0% | 8% | VEEV TC-83 Vero 10K pilot screen=0.2
CN(C(=O)c1ccco1)c1ccccc1C(=O)O | 1% | 3% | 6% | 1.7% | 10%
Cc1cc(=O)n2[nH]c(N)c(N=Nc3ccccc3)c2n1 | 0% | -8% | 27% | 0.9% | 1%
Cc1c(C(=O)O)sc(S(=O)(=O)N2CCN(C(=O)Cc3ccc(F)cc3)CC2)c1C(=O)O | -8% | . | 4% | 1.3% | -9%
CN1CCN(C(=O)CCC(=O)O)CC1 | -9% | 6% | -11% | 1.1% | 5%
CCC(C)N1CCN(S(=O)(=O)c2ccc(NC(C)=O)cc2)CC1 (stereo not drawn) | -8% | 7% | -15% | i | 6%
COc1cc(NC(=O)c2cc(S(=O)(=O)N3CCCCC3)ccc2N2CCOCC2)cc(OC)c1OC | -14% | . | . | 0.7% | .
CC(=O)Oc1ccc2oc(C)c(C(=O)N3CCOCC3)c2c1 | -9% | 3% | -10% | 1.0% | -8%
CCC(C(=O)OCC(=O)c1c(N)n(CC(C)C)c(=O)n(C)c1=O)c1ccccc1 (stereo not drawn) | -12% | -8% | 11% | 4.0% | 1%
COc1ccc(Cl)cc1S(=O)(=O)N1CCC(C(=O)NCc2ccco2)CC1 | 3% | -3% | -16% | 2.6% | -4%
CCOc1ccc(NC(=O)CN(C)C(=O)C2CC(=O)N(Cc3ccco3)C2)cc1OCC (stereo not drawn) | -5% | . | 14% | i | -6%
Cc1ccc(NC(=O)NCc2ccccn2)c(C)c1 | -8% | -7% | -11% | 1.7% | -3%
O=C(COc1ccc(/C=N/NC(=O)c2ccccc2Br)cc1)Nc1ccccc1 | 1% | 2% | 7% | 0.5% | 3%
Cc1cc(C)cc(C(=O)NCCCc2ccccc2)c1 | -6% | 7% | 8% | 1.3% | -1%
COc1ccc2c(c1)O/C(=C\c1ccco1)C2=O | 2% | 3% | 23% | 0.9% | -4%

Some of these compounds in order of length of the SMILES, rising.
SMILES | H1N1 NS1A inhibition | Salmonella PhoP GFP | tuberculosis growth | VEEV TC-83 Vero | M. tuberculosis HTS | others
Cc1ccc(NC(=O)NCc2ccccn2)c(C)c1 | -8% | -7% | -11% | 1.7% | -3%
COc1ccc2c(c1)O/C(=C\c1ccco1)C2=O | 2% | 3% | 23% | 0.9% | -4%
COc1ccc(Cl)cc1S(=O)(=O)N1CCC(C(=O)NCc2ccco2)CC1 | 3% | -3% | -16% | 2.6% | -4%

(list continues)
SMILES | H1N1 NS1A inhibition | Salmonella PhoP GFP | tuberculosis growth | VEEV TC-83 Vero | M. tuberculosis HTS | others
N/C(Cc1ccc(Cl)cc1)=N\OC(=O)c1ccccc1 | 2% | -3% | ? | 0.7% | -4%
CCCN(Cc1cc2ccc(C)cc2[nH]c1=O)C(=O)c1ccccn1 | -22% | 2% | 33% | 1.3% | 15%
Cc1ccc(C(=O)NCc2ccncc2)cc1S(=O)(=O)N1CCOCC1 | -7% | -7% | -15% | 2.3% | -3%
CCCn1c(SCC(=O)Nc2cccc(C)n2)nnc1-c1ccco1 | 10% | -4% | 7% | 1.7% | -4%
Cc1ccc(NC(=O)CSc2nc3c(c(=O)[nH]2)CCC3)cc1C | 22% | 0% | 35% | i | 4%
CC(C)(C)NC(=O)COC(=O)c1c2c(nc3ccccc13)CCC2 | -7% | 7% | 20% | 8.9% | 8%
COc1ccc2nc(NC3=NCCC3)sc2c1 | 16% | -9% | 26% | 1.2% | 12%
Cc1c(C(=O)Nc2ccc(S(=O)(=O)Nc3ncccn3)cc2)oc2ccc(F)cc12 | 0% | -1% | 15% | 5.3% | -10%
CC12CN3CC(C)(CN(C1)C3c1ccc3c(c1)OCO3)C2O (stereo not drawn) | -7% | 20% | -3% | 0.4% | 6%
COc1ccc(C(c2nnnn2C2CCCC2)N2CCN(C3CCCC3)CC2)cc1OC (stereo not drawn) | -9% | 11% | 1% | i | -8%
Cc1cccc(NC(=S)N(CCN(C)C)C(C)c2cccnc2)c1 (stereo not drawn) | 7% | -5% | -5% | 1.6% | -3%
OCCCNCc1ccc(-c2ccccc2)cc1 | -3% | 13% | 8% | 0.7% | 5%
Cc1nc2ccccc2n1CC(=O)N/N=C\c1ccccn1 | 16% | 7% | -2% | 0.4% | -10% | VEEV TC-83 Vero 10K pilot screen=0.3
CCOC(=O)C(NC(=O)c1ccccc1)(Nc1nnc(C)s1)C(F)(F)F (stereo not drawn) | 5% | -10% | 6% | i | 2%
CCc1c(C)sc(NC(=O)Cc2ccccc2OC)c1C(=O)N1CCOCC1 | -7% | -2% | 17% | 0.9% | -1%
CCOC(=O)CN1N=C(/C=C/c2ccccc2)CCC1=O | 3% | 2% | 1% | 0.6% | -3%
CCC1=C(CC2NCCc3ccccc32)CC2c3cc(OC)c(OC)cc3CCN2C1 (stereo not drawn) | -9% | . | . | >25µM* | .
COc1ccc(S(=O)(=O)Nc2cccc3c2O[C@H](CN(C)Cc2ccc(Oc4ccccc4)cc2)[C@@H](C)CN([C@H](C)CO)C3=O)cc1 | 2% | . | 25% | 1.0% | -5%
Cc1cc(C(=O)CN2C(=O)C(=O)N(Cc3ccccc3)C2=O)c(C)n1-c1ccccc1F | -7% | -5% | 26% | 4.3% | -1%
O=C1C(=O)N(CCCN2CCOCC2)C(c2ccc([N+](=O)[O-])cc2)/C1=C(\O)c1ccc2c(c1)OCCO2 (stereo not drawn) | 3% | 4% | 23% | 0.6% | 2%
COc1cccc(C(=O)NCc2ccc(-c3nc4ccccc4s3)cc2)c1 | -8% | -6% | -12% | 4.0% | 4%
CCc1c(C(=O)NNC(=O)Nc2ccc3c(c2)OCO3)csc1C | -7% | -3% | -8% | 6.0% | 0%
[N-]=[N+]=CC(=O)CCCN1C(=O)c2ccccc2C1=O | 6% | -5% | 12% | 0.9% | -14%
COc1ccc(NC(=O)CSc2nnc(Cc3cccs3)n2-c2ccc(C)cc2)cc1 | 4% | -4% | 19% | i | 0%
N[C@@H](Cc1ccc(O)cc1)c1nnc([C@H](CCC(=O)O)NC(=O)C2CCNCC2)o1 | -20% | -9% | -21% | 6.9% | -2%
O=C(c1ccccc1)c1nc[nH]c1C(=O)Nc1ccccn1 | -13% | -12% | 5% | 9.3% | 65%
CCCCN(C)CCC(=O)Nc1ccc(OC)cc1OC | 17% | 4% | -9% | i | -1%
Cc1ccc(NC(=S)N2CCCN(Cc3ccc(F)cc3)C2)c(C)c1 | 12% | -1% | 7% | 1.0% | 14%
O=C(CN1CCN(c2ccccc2F)CC1)Nc1ccccc1F | -1% | -2% | 8% | i | -2%
Cc1ccc(Cn2c(CCC(=O)O)nc3ncccc3c2=O)cc1 | 5% | 2% | -15% | 0.4% | -9%
O=C(Nc1cccc2cccc(NC(=O)c3ccco3)c12)c1ccco1 | -5% | 2% | 22% | i | -1%
C=CCNc1ccccc1S(=O)(=O)NCc1ccccc1 | -1% | . | . | 1.5% | .
O=C(CN1CCSCC1)N/N=C/c1ccccc1F | 7% | 7% | 6% | i | 1%
COCC(C)NCc1cccc(C)c1 (stereo not drawn) | 10% | -7% | -22% | 2.0% | -3%
Cc1ccc(Nc2cccccc2=O)cc1 | -5% | -7% | . | 0.6% | 0%
O=S(=O)(Nc1nc2ccccc2s1)c1cc(F)ccc1F | -4% | -5% | 31% | 1.4% | -24%
O=C(CSc1nnc(-c2ccccc2F)o1)OCc1ccccc1 | -8% | ? | ? | 0.3% | -1%
O=C(c1ccccc1Cl)N(Cc1ccc(Br)cc1)N1C(=O)CCCC1=O | -1% | 10% | 12% | i | 3%
O=C(CSc1n[nH]c(-c2cccs2)n1)NCc1ccc2c(c1)OCO2 | -2% | 5% | 12% | 1.9% | -6%
CN(c1nc2nonc2nc1NC1CC1)C1CCOC1 (stereo not drawn) | 3% | -1% | -1% | 0.2% | -5% | VEEV TC-83 Vero 10K pilot screen=0.6
COC(=O)c1ccc(NC(=O)CSc2nc(C)cc(=O)[nH]2)cc1 | -6% | 16% | 6% | 0.8% | 6%
CC(NS(=O)(=O)c1ccc(CCC(=O)NCc2ccco2)cc1)c1ccccc1 (stereo not drawn) | -3% | 0% | -13% | 0.4% | 5%
O=C(COCc1cc(-c2ccco2)on1)NC1CCCCC1 | -9% | 5% | 59% | 0.8% | -3%
CCn1cc(C2=NOC(C(=O)Nc3ccccc3C(=O)OC)C2)c(C)n1 (stereo not drawn) | 21% | -11% | 15% | 1.8% | -2%
Cc1ccc(C(=O)OC(C)C(=O)NC2CCCCC2)cc1S(=O)(=O)N1CCCCC1 (stereo not drawn) | 0% | . | 40% | 0.2% | 3%
CCCc1nc2ccccc2c(C(=O)OCC(=O)c2ccc3c(c2)NC(=O)CO3)c1CC | -21% | -2% | -4% | 1.2% | 3%
CNCCNC[C@H](Cc1cccc2ccccc12)NCCc1ccccc1 | -6% | . | 65% | 20µM* | -3%
CC(=O)Nc1cccc(-c2nn[nH]n2)c1 | 11% | 5% | 1% | i | 9%
O=C(NNC(=S)Nc1ccc(Cl)cc1Cl)c1ccncc1 | 1% | -7% | 74% | 10% | ?
CC(C)COCC(O)CC(Cc1ccccc1)C(=O)NN (stereo not drawn) | -4% | 5% | -3% | i | -5%
CC(=O)c1ccc(S(=O)(=O)NC2CCSc3ccccc32)cc1 (stereo not drawn) | -6% | 3% | -1% | 1.1% | -2%
O=[N+]([O-])c1cc(S(=O)(=O)N2CCOCC2)ccc1N1CCNCC1 | -9% | . | . | 3.3% | .
Cn1cc(C(=O)c2cccc(Cl)c2)cc1C#N | -18% | 4% | -2% | 1.2% | 0%
Cc1ccc(C(C)NC(=S)NCc2ccc(F)cc2)cc1C (stereo not drawn) | -17% | -5% | 33% | 0.7% | 9%

Screens: PubChem, Southern Research Specialized Biocontainment Screening Center
